# GAA inhib = alpha-glucosidase (human) inhibition | P10253 | purified human GAA, 4-MU-alpha-glucoside fluorescence | actives 0.005% (n = 200,000) | Potency, µM (top dose mostly 76.9 µM), for inactives: top-dose activity change, negative = inhibition, most hits filed as inhibitors;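 note: plate controls were uninhibited enzyme wells for no effect and no-enzyme background for full effect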
#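 qHTS format, compound range up to 77 uM. Human lysosomal enzyme at 4 nM, 400 uM 4-MU glucoside substrate, pH 5.0, 20 min room temperature; fluorescence after alkaline stop gives activity normalized to controls.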
# Tau ThT inhib = blocks human tau fibril formation measured by thioflavin T; P10636; recombinant tau K18 P301L, heparin-induced fibrillization, ThT fluorescence; Potency, µM (doses to about 57.4 µM), without a hit: top-dose activity, negative = inhibition, most hits filed as inhibitors; actives 2.1% (n = 270,000); AID 1460; note: % is set by controls: 0 for no effect and ±100 for the full control effect; nearly all actives have a fitted effect of over 55% in size
# Target sequence (P10636 561-689 P618L limits assumed): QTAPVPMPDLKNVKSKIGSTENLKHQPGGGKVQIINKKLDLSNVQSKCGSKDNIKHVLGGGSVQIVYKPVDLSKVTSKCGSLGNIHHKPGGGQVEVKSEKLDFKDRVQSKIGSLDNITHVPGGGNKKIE
#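 In this qHTS, human K18 P301L tau is incubated with compound and heparin for 6 hr at 37 C, and Thioflavin T fluorescence then reports fibril load.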
# aGal spleen mod = inhibits or activates alpha-galactosidase in human spleen homogenate | P06280 | human spleen homogenate, 4MU-alpha-Gal fluorescence, 40 min | Potency, µM (doses to about 80 µM), inactives show at the highest dose activity change, negative = inhibition, actives largely listed as inhibitors | actives 0.008% (n = 240,000);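 note: 0% = enzyme with vehicle and -100% = no enzyme basal signal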
# Target sequence (P06280 32-429 limits assumed): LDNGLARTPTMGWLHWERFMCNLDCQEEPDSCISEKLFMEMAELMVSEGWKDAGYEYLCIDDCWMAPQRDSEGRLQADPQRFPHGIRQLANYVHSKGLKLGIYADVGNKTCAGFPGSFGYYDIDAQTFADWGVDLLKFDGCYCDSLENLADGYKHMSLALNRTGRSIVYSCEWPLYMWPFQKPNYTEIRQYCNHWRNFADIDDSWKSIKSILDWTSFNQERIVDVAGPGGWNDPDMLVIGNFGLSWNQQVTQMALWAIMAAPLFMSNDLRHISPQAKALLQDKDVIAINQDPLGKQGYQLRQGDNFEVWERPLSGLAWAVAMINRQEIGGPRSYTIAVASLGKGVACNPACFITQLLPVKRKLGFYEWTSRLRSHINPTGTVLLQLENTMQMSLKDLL
#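 Inhibition or activation of alpha-galactosidase in human spleen homogenate is scored by 4-MU fluorescence after 40 min at 37C, pH 5.0, with 1 mM substrate. AC50s come from concentration-response fitted to the Hill equation.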
# GAA glycogen mod = GAA glycogen-cleavage inhibition or activation. P10253. recombinant GAA, glycogen substrate, Amplex Red glucose oxidase fluorescence. Potency, µM (highest dose often 76.4 µM), without a hit: at the top dose activity change, negative = inhibition, actives largely listed as inhibitors. actives 0.38% (n = 300,000). AID 2100;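 note: 0% = full enzyme reaction and -100% = no-enzyme basal signal; the screen sought inhibitors and activators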
#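 Natural-substrate format: glycogen cleavage by 4 nM human enzyme, glucose read by Amplex Red coupling (Ex 573, Em 610 nm). Normalized to enzyme and no-enzyme controls.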
# Tau fibril FP = inhibitors of human tau fibril formation | actives 0.39% (n = 280,000) | K18 P301L tau heparin fibrillization, Alexa594 FP, 6 h | AID 1468 | Potency, µM (highest dose often 57.7 µM), for inactives: at the top dose activity, negative = inhibition, actives largely listed as inhibitors | P10636; note: % is set by controls: 0 for no effect and ±100 for the full control effect; nearly all actives have a fitted effect of over 55% in size
#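 Human tau K18 […] P301L fragment, 15 uM unlabeled plus 0.24 uM Alexa 594-labeled tau (final), with compound and 20 uM heparin in 100 mM sodium acetate pH 7; 6 hr at 37 C, then Alexa 594 FP read.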
# HTT cytoprotect = Huntington cell model cytoprotection by ATP luminescence; PC12 HTT-Q103 induced, cytoprotection, ATP luminescence, 40 h; Potency, µM (highest dose often 56.4 µM), without a hit: cytoprotection (ATP increase), usual class: activators; actives 0.14% (n = 230,000);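 note: % of control where 0% means no effect; nearly all actives have a fitted effect of over 45% in size; toxic huntingtin expression switched on by the ecdysone agonist tebufenozide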
#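 Cells were plated at 1500 per well in phenol red-free DMEM with 5% equine and 5% calf serum. Tebufenozide (100 nM final) and compounds were added, then ATPlite reagent, and luminescence was read.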
# Tau fluor counter = counter-screen for tau fibril formation inhibitors | tau K18 P301L (four-repeat tau fragment) Alexa594 fluorescence, heparin fibrillization | Potency, µM (series often up to 57.7 µM), inactives show top-dose activity change, negative = decrease | actives 0.93% (n = 280,000) | AID 1463; note: % is set by controls: 0 for no effect and ±100 for the full control effect; nearly all actives have a fitted effect of over 55% in size
#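 Human K18 P301L tau (15 uM unlabeled plus 0.24 uM Alexa 594-labeled, final) in 100 mM sodium acetate pH 7 was mixed with compound and 20 uM heparin and incubated 6 hr at 37 C.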
# GAA spleen mod = lysosomal alpha-glucosidase (human) modulation; P10253; human spleen homogenate, 4-MU-alpha-glucoside fluorescence; Potency, µM (doses to about 79.9 µM), without a hit: at the highest dose activity change, negative = inhibition, actives largely listed as inhibitors; actives 0.006% (n = 240,000); AID 2112;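 note: 0% = enzyme with vehicle and -100% = no enzyme basal signal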
#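 Enzyme source: human spleen homogenate, 1 ug/well. Buffer 50 mM citric acid/K phosphate pH 5.0, 0.01% Tween-20. 4-MU-alpha-glucoside 1 mM; 37 C x 40 min; NaOH/glycine stop; fluorescence.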
# * hit, by the source's call; ? = inconclusive; . = not tested or not shown; & = joins results of further samples; [ ] = remark or other dose. Calls come from the whole dose curve; as a rule, active = well fitted curve in the direction sought with a large enough effect; inconclusive = small, poorly fitted or top-dose-only effect, or another doubt; inactive = no such curve, though single readings can be large; an effect the other way counts as inactive or inconclusive. Potency is the fitted concentration of half-maximal effect.
# Start of the data: the first 13 entries (preview)
item	canonical_smiles	Tau fluor counter	Tau ThT inhib	GAA inhib	aGal spleen mod	HTT cytoprotect	GAA glycogen mod	Tau fibril FP	GAA spleen mod
1	CCOc1ccc(C(=O)Nc2nnc(C)s2)cc1OCC	-1%	-4%	-8%	2%	-13%[10 µM]	-6%	7%	6%
2	Cc1csc(NC(=O)Cc2c[nH]c3ccccc23)n1	-17%	-5%	7%	2%	-19%	10%	7%	-2%
3	COc1cccc(C(=O)/C=C/Nc2ccc(S(=O)(=O)Nc3cccc(C(C)=O)c3)cc2)c1	?	?	-12%	-8%	-88%[inhibitor]	-13%	?	-9%
4	CCn1c(COc2ccc(OC)cc2)nnc1SCc1nc2ccccc2c(=O)[nH]1	4%	0%	-4%	-2%	-28%	0%	0%	3%
5	C=COCCNC(=S)N1CCOCCOCCN(C(=S)NCCOC=C)CCOCCOCC1	1%	3%	-5%	-2%	-62%[inhibitor][10 µM]	-8%	2%	.
6	CC(=O)Nc1ccc(NC(=O)c2nc(SCc3ccccc3C)ncc2Cl)cc1	-30%	-4%	.	.	.	2%[76.3 µM]	?	.
7	O=C(Cn1cc([N+](=O)[O-])cn1)N1CCCc2ccccc21	-2%	0%	1%	4%	-25%	-3%	0%	-3%
8	CCCNC(=O)CSc1nnc(-c2ccccc2Br)n1-c1cccc(C(F)(F)F)c1	-2%	1%	7%	-3%	-11%[10 µM]	-6%	4%	0%
9	CCc1ccccc1NC(=O)Nc1nnc(N(C)Cc2ccccc2)s1	-18%	-5%	.	.	.	6%[76.3 µM]	5%	.
10	O=C(CSc1nc2cc(Cl)ccc2c(=O)n1Cc1ccco1)Nc1ccc(S(=O)(=O)N2CCOCC2)cc1	-21%	12%	-8%	5%	14%[0.074 µM]	-12%	?	-8%
11	COc1cccc(NC(=O)N2CCCC(C(=O)Nc3ccccc3OC)C2)c1 (stereo not drawn)	10%	5%	0%	1%	-29%	-6%	12%	-1%
12	Cc1cc(NC(=O)CCC(=O)N(CC(=O)NCC2CCCO2)Cc2ccc(F)cc2)no1 (stereo not drawn)	4%	-2%	-5%	5%	-2%[10 µM]	3%	-5%	5%
13	C=CCCCN(Cc1ccccc1)S(=O)(=O)c1ccccc1Br	-8%	1%	.	-1%&1%	37%[10 µM]	-3%	-2%	-5%&2%

# This part in full, previewed entries included:
item	canonical_smiles	Tau fluor counter	Tau ThT inhib	GAA inhib	aGal spleen mod	HTT cytoprotect	GAA glycogen mod	Tau fibril FP	GAA spleen mod
1	CCOc1ccc(C(=O)Nc2nnc(C)s2)cc1OCC	-1%	-4%	-8%	2%	-13%[10 µM]	-6%	7%	6%
2	Cc1csc(NC(=O)Cc2c[nH]c3ccccc23)n1	-17%	-5%	7%	2%	-19%	10%	7%	-2%
3	COc1cccc(C(=O)/C=C/Nc2ccc(S(=O)(=O)Nc3cccc(C(C)=O)c3)cc2)c1	?	?	-12%	-8%	-88%[inhibitor]	-13%	?	-9%
4	CCn1c(COc2ccc(OC)cc2)nnc1SCc1nc2ccccc2c(=O)[nH]1	4%	0%	-4%	-2%	-28%	0%	0%	3%
5	C=COCCNC(=S)N1CCOCCOCCN(C(=S)NCCOC=C)CCOCCOCC1	1%	3%	-5%	-2%	-62%[inhibitor][10 µM]	-8%	2%	.
6	CC(=O)Nc1ccc(NC(=O)c2nc(SCc3ccccc3C)ncc2Cl)cc1	-30%	-4%	.	.	.	2%[76.3 µM]	?	.
7	O=C(Cn1cc([N+](=O)[O-])cn1)N1CCCc2ccccc21	-2%	0%	1%	4%	-25%	-3%	0%	-3%
8	CCCNC(=O)CSc1nnc(-c2ccccc2Br)n1-c1cccc(C(F)(F)F)c1	-2%	1%	7%	-3%	-11%[10 µM]	-6%	4%	0%
9	CCc1ccccc1NC(=O)Nc1nnc(N(C)Cc2ccccc2)s1	-18%	-5%	.	.	.	6%[76.3 µM]	5%	.
10	O=C(CSc1nc2cc(Cl)ccc2c(=O)n1Cc1ccco1)Nc1ccc(S(=O)(=O)N2CCOCC2)cc1	-21%	12%	-8%	5%	14%[0.074 µM]	-12%	?	-8%
11	COc1cccc(NC(=O)N2CCCC(C(=O)Nc3ccccc3OC)C2)c1 (stereo not drawn)	10%	5%	0%	1%	-29%	-6%	12%	-1%
12	Cc1cc(NC(=O)CCC(=O)N(CC(=O)NCC2CCCO2)Cc2ccc(F)cc2)no1 (stereo not drawn)	4%	-2%	-5%	5%	-2%[10 µM]	3%	-5%	5%
13	C=CCCCN(Cc1ccccc1)S(=O)(=O)c1ccccc1Br	-8%	1%	.	-1%&1%	37%[10 µM]	-3%	-2%	-5%&2%
14	C=CCOc1ccc(/C=N/N2C(=O)C(CC(=O)Nc3ccc(F)cc3F)SC2=NC)cc1 (stereo not drawn)	3%	5%	-7%	-2%	15%[1.9 µM]	-1%	6%	-2%
15	COc1ccc(OCC(O)Cn2c(=N)n(CCN3CCOCC3)c3ccccc32)cc1 (stereo not drawn)	-4%	-2%	-6%	0%	-7%	7%	-1%	-6%
16	CC1(C)CC(=O)C2=C(C1)OC(N)=C(C#N)C2c1ccsc1 (stereo not drawn)	-2%	-9%	1%	-2%	43%[10 µM]	-14%	1%	3%
17	C/C(N)=C(/C#N)C(=O)CSc1nnc(Nc2ccccc2C)s1	-17%	-24%	-2%	6%	-19%	-7%	-2%	0%
18	CCn1c(SCC(=O)Nc2ccc3c(c2)OCCO3)nnc1-c1ccccn1	-10%	-11%	-3%	-4%	-6%[0.074 µM]	3%	0%	2%
19	COc1ccc(N(Cc2ccccc2)C(=O)c2nc(S(C)(=O)=O)ncc2Cl)cc1	-9%	-18%	.	.	.	?	-16%	.
20	CCOc1cc(CNc2ccccc2)cc(Br)c1OCc1ccc(F)cc1	?	-12%	-8%	5%	-10%	-9%	6%	-4%
21	CC(Cc1ccsc1)NC(=O)CCc1nnc(CCc2ccccc2)o1 (stereo not drawn)	2%	-5%	.	10%	-3%[10 µM]	2%	0%	4%
22	COc1ccc(C(=O)CN2CC(C)SC2=Nc2ccc(Cl)cc2)cc1 (stereo not drawn)	-23%	?	-6%	-1%	7%[10 µM]	-15%	-2%	-7%
23	CCN(Cc1cnn(C)c1)Cc1nc(Cc2ccccc2Cl)no1	-1%	0%	1%	8%	-7%[10 µM]	9%	-9%	8%
24	Cc1ccc(NC2Sc3ccccc3NC2=O)cc1Cl (stereo not drawn)	?	?	.	5%	7%[10 µM]	-9%	?	4%
25	COc1ccc(-c2c3c(=O)n(C)c(=O)n(C)c3c3c(-c4ccc(C)cc4)nc4ccccc4n23)cc1	-9%	-10%	.	.	.	6%[76.3 µM]	-2%	.
26	O=C(NC1=NCCS1)c1ccc(Cl)c(S(=O)(=O)N2CCCCCC2)c1	-21%	0%	5%	-2%	-15%	3%	-3%	0%
27	O=C(Nc1ccc(-c2nnco2)cc1)c1ccccc1	-1%	-9%	-2%	0%	-2%	-13%	-4%	-3%
28	O=C(NCc1ccccc1)C1=C[C@@H](c2coc3ccccc3c2=O)C[C@@H](OCc2ccc(CO)cc2)O1	-23%	?	.	0%	-6%[10 µM]	4%	1%	3%
29	CCOc1ccccc1NC(=O)NCCn1c(=O)oc2ccc(C)cc21	-27%	-16%	.	.	.	-12%[76.3 µM]	-5%	.
30	CCOc1cccc(NC(=O)c2cccc(F)c2)c1	-11%	-12%	8%	-3%	-9%	14%	-3%	2%
31	O=c1c2c(-c3ccccc3)csc2ncn1/N=C/c1ccc(O)c([N+](=O)[O-])c1	-2%	?	-6%	-8%	-7%	-8%	9%	-12%
32	CCCC/C(=N\NC(=O)c1ccc(Br)o1)c1ccccc1	1%	-1%	?	-3%	.	12%	-1%	-3%
33	CCOc1ccc(-n2c(O)c(/C=N/Nc3nc(C)cc(C)n3)c3ccccc3c2=O)cc1	?	?	3%	0%	-99%[inhibitor]	7%	1%	-8%
34	O=C(Nc1ccc(Br)cn1)c1ccc([N+](=O)[O-])cc1Cl	-22%	?	3%	-19%	-106%[inhibitor]	-2%	-8%	-2%
35	O=C(COC(=O)Cc1ccsc1)Nc1ccc(Cl)c(S(=O)(=O)N2CCOCC2)c1	-6%	-3%	2%	-3%	.	1%	13%	-3%
36	Cc1ccc(NC2=C(Cl)C(=O)OC2NC(=O)c2ccccc2)cc1 (stereo not drawn)	-3%	-7%	2%	4%	13%[10 µM]	5%	2%	3%
37	NCCNc1ccc2nnnn2n1	-1%	0%	1%	-6%	19%	-28%	5%	11%
38	COC(=O)C1C(=O)OC(C)(C)C1C(C)C(=O)c1ccccc1 (stereo not drawn)	-4%	-5%	-2%	-1%	-6%	2%	-3%	5%
39	NC(=O)SCC(=O)Nc1ccccc1C(=O)O	-17%	22µM*	-5%	1%	15%[10 µM]	7%	?	-1%
40	COc1cccc(CN2CCN(CCc3ccccc3)C(CCO)C2)c1OC (stereo not drawn)	9%	4%	7%	7%	3%[10 µM]	-10%	4%	4%
41	CC(=O)C1=C(O)C(=O)N(CCc2c[nH]c3ccccc23)C1c1cccc(O)c1 (stereo not drawn)	-25%	?	2%	-10%	-8%[10 µM]	-4%	-2%	-4%
42	Oc1ccccc1N1CCN(c2nnnn2-c2ccccc2)CC1	-7%	-11%	.	-1%	10%[10 µM]	?	3%	1%
43	COc1ccc(S(=O)(=O)N2CCOC2CNC(=O)C(=O)NCc2ccco2)cc1OC (stereo not drawn)	.	.	.	-3%	-1%[10 µM]	3%	.	3%
44	CC(C)c1ccc(-c2nc(N3CCCCC3)[nH]c(=O)c2C#N)cc1	5%	2%	3%	-3%	6%[10 µM]	3%	2%	-4%
45	Cc1ccc(S(=O)(=O)NNC(=O)CCC(=O)Nc2ccc(C)c(C)c2)cc1	1%	4%	1%	2%	-2%	-2%	-1%	-3%
46	O=C(CSc1ncn[nH]1)Nc1ccccc1C(=O)O	-3%	-3%	?	-1%	-18%	6%	-3%	-13%

# 2 of these compounds, reformatted:
[42] Oc1ccccc1N1CCN(c2nnnn2-c2ccccc2)CC1
[43] COc1ccc(S(=O)(=O)N2CCOC2CNC(=O)C(=O)NCc2ccco2)cc1OC (stereo not drawn)

assay / compound	42	43
Tau fluor counter	-7%	.
Tau ThT inhib	-11%	.
GAA inhib	.	.
aGal spleen mod	-1%	-3%
HTT cytoprotect	10%[10 µM]	-1%[10 µM]
GAA glycogen mod	?	3%
Tau fibril FP	3%	.
GAA spleen mod	1%	3%

# Assay outcomes from PubChem.
